Screening results as filed in PubChem.
Kir21 block: inhibitors of mouse Kir2.1 inward-rectifier potassium channel. P35561. HEK293-Kir2.1, FluxOR thallium flux fluorescence; active compounds read low. B-score at 10 µM. 0.85% of 310,000 active. AID 1672;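 active = fluorescence ratio B-score at or below minus 3 SD of library scores, with starting-brightness B-score within 2 SD, cut at about -4.2 in these data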;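 also: channel flux triggered by added potassium and thallium sulfate stimulus; B-score of peak minus minimum fluorescence over baseline after thallium stimulus; more negative B-score means stronger Kir2.1 block with less thallium influx; some compounds called inactive have numbers as strong as hits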
Target sequence (P35561 whole entry, looked up): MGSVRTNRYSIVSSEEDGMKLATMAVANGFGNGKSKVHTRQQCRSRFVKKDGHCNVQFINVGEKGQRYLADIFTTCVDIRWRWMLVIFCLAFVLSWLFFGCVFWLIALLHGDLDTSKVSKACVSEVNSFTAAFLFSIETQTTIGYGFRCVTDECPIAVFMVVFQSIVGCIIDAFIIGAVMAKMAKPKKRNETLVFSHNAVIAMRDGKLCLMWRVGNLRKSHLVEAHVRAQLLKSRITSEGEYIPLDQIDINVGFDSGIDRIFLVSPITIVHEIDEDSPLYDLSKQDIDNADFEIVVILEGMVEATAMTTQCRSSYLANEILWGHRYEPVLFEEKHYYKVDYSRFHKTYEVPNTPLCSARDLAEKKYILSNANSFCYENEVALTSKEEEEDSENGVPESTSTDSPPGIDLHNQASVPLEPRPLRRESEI
KCNQ2 inh: KCNQ2 channel blockers in CHO-K1 cells – cell-based, FluxOR thallium flux, B-score, primary screen (AID 2156). O88943. 20 min; active compounds read low. B-score at 10 µM. 1.1% of 310,000 active;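 active = fluorescence ratio B-score at most minus 3 library SDs, with starting brightness B-score within 2 library SDs, cut at about -5.5 in these data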
The depositor's hits bear a star.

Results for CSc1ccccc1NC(=O)COC(=O)CSc1ccc(C)cc1 ?
Kir21 block: -0.63; KCNQ2 inh: inactive

What do the screens show for `CNc1nnc(-c2cc3cc(Cl)ccc3oc2=O)s1`?
Kir21 block: 0.68; KCNQ2 inh: inactive

What do the screens show for `Cc1cc(OC(=O)c2ccc(F)cc2)c([N+](=O)[O-])c(=O)[nH]1`?
Kir21 block: 1.6; KCNQ2 inh: inactive

What do the screens show for `CCOC(=O)N1CCC(n2c(SCC(=O)NCCC3=CCCCC3)nc3ccccc3c2=O)CC1`?
Kir21 block: 1.8; KCNQ2 inh: -7.5*

Results for Cc1ccccc1/C=C/C(=O)N1CCOCC1 ?
Kir21 block: -2.4; KCNQ2 inh: inactive

Results for O=C(NCc1ccccc1)c1cnc2n(c1=O)CCS2 ?
Kir21 block: 0.41; KCNQ2 inh: inactive

What do the screens show for `Nn1c(SCC(=O)Nc2nnc(-c3ccccc3)o2)nnc1C1CC1`?
Kir21 block: -0.87; KCNQ2 inh: inactive

How did CCNC(=O)COC(=O)c1cc(-c2ccccc2)nn1-c1ccccc1 do in these assays?
Kir21 block: 2.1; KCNQ2 inh: inactive

How did N=c1oc2ccccc2cc1C(=O)NCc1ccccc1 do in these assays?
Kir21 block: -0.41; KCNQ2 inh: inactive

Results for COc1cc(OC)c(C2=Nc3ccc(Br)cc3C(c3ccccc3)N2CC(=O)NN)cc1OC (stereo not given) ?
Kir21 block: 0.28; KCNQ2 inh: inactive

How did COc1cccc(Nc2ccc(-n3ccnc3)nn2)c1 do in these assays?
Kir21 block: -0.67; KCNQ2 inh: inactive

How did C=CCOc1ccc(/C=C2\C(=N)N3N=C(S(=O)(=O)CC)SC3=NC2=O)cc1OC do in these assays?
Kir21 block: -0.26; KCNQ2 inh: inactive

How did Cc1nc(N2CCOCC2)c2c(C)c(C(=O)Nc3ccc(F)cc3Cl)sc2n1 do in these assays?
Kir21 block: -0.75; KCNQ2 inh: inactive

How did CCCNc1ncccc1C(N)=O do in these assays?
Kir21 block: -0.05; KCNQ2 inh: inactive

What do the screens show for `Cc1csc(NC(=O)CSc2nnc(C)n2Cc2ccco2)n1`?
Kir21 block: -0.4; KCNQ2 inh: inactive

How did COc1cccc(/C=N/Nc2ccccc2C(=O)O)c1O do in these assays?
Kir21 block: -0.02; KCNQ2 inh: inactive

How did O=C(Nc1ccccc1)C1=C[C@@H](c2coc3ccccc3c2=O)C[C@@H](OCc2ccc(CO)cc2)O1 do in these assays?
Kir21 block: -1.5; KCNQ2 inh: inactive

How did COc1ccc(Cl)cc1-c1nc(SCC(=O)NCCN2C(=O)CSC2=O)n[nH]1 do in these assays?
Kir21 block: -0.62; KCNQ2 inh: inactive

What do the screens show for `COc1ccc(CNC(=O)c2coc(=O)c3ccccc23)c(OC)c1`?
Kir21 block: -1.2; KCNQ2 inh: inactive

Results for CCC(=O)c1cn(/C(=C\C(=O)OC(C)(C)C)CCC(OC)OC)cc1CC ?
Kir21 block: -1.5; KCNQ2 inh: inactive

How did CCOC(=O)/C(=N\Nc1ccccc1Cl)N1CC(C)OC(C)C1 (stereo not given) do in these assays?
Kir21 block: -0.36; KCNQ2 inh: inactive

What do the screens show for `Cc1ccc(-c2nc(C=Nc3ccccc3)c(O)o2)cc1`?
Kir21 block: 2.9; KCNQ2 inh: inactive

What do the screens show for `CCOC(=O)Oc1ccc2oc(=O)cc(C)c2c1`?
Kir21 block: 0.37; KCNQ2 inh: inactive

How did Cc1cc([N+](=O)[O-])ccc1NC(=O)CN1C2CCC1CC(NC(=O)NC13CC4CC(CC(C4)C1)C3)C2 (stereo not given) do in these assays?
Kir21 block: 0; KCNQ2 inh: inactive

How did Cc1ccccc1C(=O)N1CCC(C(=O)Nc2ccc3c(c2)OCO3)CC1 do in these assays?
Kir21 block: -0.42; KCNQ2 inh: inactive

Results for O=C(Cc1ccc(-n2cccc2)cc1)N1CCc2ccccc21 ?
Kir21 block: 0.43; KCNQ2 inh: inactive

Results for CCCCC(CC)C(=O)Oc1ccc(O)c(C(C)(C)C)c1 (stereo not given) ?
Kir21 block: 1.4; KCNQ2 inh: inactive

How did COc1cccc(/C=C/C(=O)c2cccc([N+](=O)[O-])c2)c1 do in these assays?
Kir21 block: -0.41; KCNQ2 inh: inactive

How did COC(=O)N1C(=O)[C@](c2ccsc2)(C(C)C)N1C(=O)OC do in these assays?
Kir21 block: 0.75; KCNQ2 inh: inactive

How did O=C1CN(c2ccccc2)C(=S)N1C(=O)c1ccccc1 do in these assays?
Kir21 block: -0.68; KCNQ2 inh: inactive

What do the screens show for `COc1ccc(CNc2nc(-c3cccnc3)nn2C(=O)CC(C)C)cc1`?
Kir21 block: 1.9; KCNQ2 inh: inactive

What do the screens show for `CN(C)N1C(N)=C(C#N)C(c2cccc3ccccc23)C2=C1CC(c1ccccc1)CC2=O` (stereo not given)?
Kir21 block: -1.4; KCNQ2 inh: inactive

How did Oc1ccccc1Oc1ncc(Br)c(Cl)n1 do in these assays?
Kir21 block: -1.1; KCNQ2 inh: inactive

How did O=C(c1cccc(C(F)(F)F)c1)C1CCCN(Cc2cccn2-c2ccccn2)C1 (stereo not given) do in these assays?
Kir21 block: -0.39; KCNQ2 inh: inactive

How did Cc1ccc(C(=O)N2CCCCC2)cc1S(=O)(=O)N1CCOCC1 do in these assays?
Kir21 block: 2.5; KCNQ2 inh: inactive

Results for O=C(CCCc1ccccc1)NCc1cn2ccsc2n1 ?
Kir21 block: -1.4; KCNQ2 inh: inactive

How did CCOC(=O)c1c(C)[nH]c(C(=O)OCC(=O)N(C)CC(=O)Nc2ccccc2Cl)c1C do in these assays?
Kir21 block: 1.4; KCNQ2 inh: inactive

Results for O=C(O)COn1c(-c2ccc(Cl)cc2)nc2ccc(Cl)cc21 ?
Kir21 block: -0.12; KCNQ2 inh: inactive

Results for CCOc1nc(NCCO)nc(NCCC2=CCCCC2)n1 ?
Kir21 block: 1.1; KCNQ2 inh: inactive

How did CCCNc1nc(OCC(F)(F)F)nc(OCC(F)(F)F)n1 do in these assays?
Kir21 block: 0.17; KCNQ2 inh: inactive

What do the screens show for `Nc1ccc2c(c1)C(=O)Cc1ccccc1S2`?
Kir21 block: 0.92; KCNQ2 inh: inactive

How did CCN1CCN(CC(=O)c2cc(OC)c(OC)c(OC)c2)CC1 do in these assays?
Kir21 block: -0.13; KCNQ2 inh: inactive

How did O=C(O)CC/C(=C\c1ccc(Cl)c([N+](=O)[O-])c1)c1nc2ccccc2s1 do in these assays?
Kir21 block: -0.1; KCNQ2 inh: inactive

What do the screens show for `CSc1cccc(NC(N)=O)c1`?
Kir21 block: -0.32; KCNQ2 inh: inactive

Results for Cc1ccc(NC(=O)c2ccc3c(SCC(=O)O)c4c(nc3c2)CCCC4)c(Br)c1 ?
Kir21 block: 2.1; KCNQ2 inh: inactive

How did O=C(COC(=O)c1cc(Br)ccc1O)NCC1CCCO1 (stereo not given) do in these assays?
Kir21 block: -0.29; KCNQ2 inh: inactive

How did O=C(Nc1ccc(Cl)cn1)C1COc2ccccc2O1 (stereo not given) do in these assays?
Kir21 block: 0.52; KCNQ2 inh: inactive

What do the screens show for `COc1cccc(-c2nnc(NC(=O)c3ccc(Cl)s3)o2)c1`?
Kir21 block: -2.5; KCNQ2 inh: inactive

Results for CN(CC(=O)NC1CCCCCC1)S(=O)(=O)c1ccc(Br)cc1 ?
Kir21 block: 1.3; KCNQ2 inh: inactive

What do the screens show for `COc1ccc(-c2ocnc2C(=O)Nc2ccc3c(c2)CCC3)cc1`?
Kir21 block: 0.31; KCNQ2 inh: inactive

How did CCOc1ccc(S(=O)(=O)N2CCCCC2)cc1NC(=O)CN1C(=O)NC(C)(c2ccc(C)cc2)C1=O (stereo not given) do in these assays?
Kir21 block: 0.01; KCNQ2 inh: inactive

What do the screens show for `CCC(C)NC(=O)c1ccccc1NC(=O)c1ccc(CSc2ccc(C)cc2)cc1` (stereo not given)?
Kir21 block: -0.8; KCNQ2 inh: inactive

How did O=C(Nc1ccc(Cc2ccncc2)cc1)c1ccc(S(=O)(=O)N2CCOCC2)cc1 do in these assays?
Kir21 block: -0.51; KCNQ2 inh: inactive

What do the screens show for `CC(=O)Nc1cc(C(=O)OCc2cccc([N+](=O)[O-])c2)ccc1C`?
Kir21 block: 1.1; KCNQ2 inh: inactive

How did O=C(c1cc(-c2ccccc2Cl)on1)N1CCN(C(=O)c2ccco2)CC1 do in these assays?
Kir21 block: -0.34; KCNQ2 inh: inactive

What do the screens show for `CCNc1nc(NCC)nc(SCCOC(=O)Nc2ccccc2)n1`?
Kir21 block: -1; KCNQ2 inh: inactive

What do the screens show for `CC(C)(C)c1ccc(C(=O)NNC(=O)CCC(=O)Nc2ccccc2)cc1`?
Kir21 block: -1.5; KCNQ2 inh: inactive

What do the screens show for `COc1cccc(OC)c1C(=O)Nc1c(C(=O)N2CCN(C)CC2)oc2ccccc12`?
Kir21 block: -0.53; KCNQ2 inh: inactive

What do the screens show for `COc1ccc(C2CC(c3cccs3)=NN2C(=O)c2ccco2)cc1OC` (stereo not given)?
Kir21 block: 1.6; KCNQ2 inh: inactive

What do the screens show for `Fc1ccc(/C=N/NC(=S)Nc2cccnc2)cc1`?
Kir21 block: -0.06; KCNQ2 inh: inactive

What do the screens show for `COc1cc2cc(C(=O)O)[nH]c2c(OC)c1OC`?
Kir21 block: -0.11; KCNQ2 inh: inactive

Results for Cn1cccc1CNC(=S)Nc1ccccc1Cl ?
Kir21 block: -0.29; KCNQ2 inh: inactive

How did Cc1cccc(C)c1NC(=O)CN(C)C(=O)c1cc(S(=O)(=O)N2CCOCC2)ccc1N1CCCC1 do in these assays?
Kir21 block: 0.1; KCNQ2 inh: inactive

How did CCCn1c(SCC(=O)Nc2nnc(C)s2)nnc1C1CC1 do in these assays?
Kir21 block: 2.1; KCNQ2 inh: inactive

Results for CC(CCc1ccccc1)NC(=O)c1cccnc1 (stereo not given) ?
Kir21 block: 0.11; KCNQ2 inh: inactive

How did O=C1C2C(C(=O)N1c1ccc3c(c1)OCO3)C1C=CC2C12CC2 (stereo not given) do in these assays?
Kir21 block: -2.1; KCNQ2 inh: inactive

How did Clc1ccc(-c2cc(C3CCNCC3)[nH]n2)cc1 do in these assays?
Kir21 block: -8.9*; KCNQ2 inh: inactive

How did COCCNC(=O)C(C)N(c1ccc(OC)cc1)S(C)(=O)=O (stereo not given) do in these assays?
Kir21 block: -2.4; KCNQ2 inh: inactive

Results for Cc1nn(-c2ccccc2)c(Cl)c1/C=C1\SC(=S)N(CCCCCC(=O)O)C1=O ?
Kir21 block: -0.64; KCNQ2 inh: inactive

What do the screens show for `Cc1ccc(S(=O)(=O)N(CC(=O)Nc2cccnc2)c2cccc([N+](=O)[O-])c2)cc1`?
Kir21 block: -1.1; KCNQ2 inh: inactive

How did CCOC(=O)N1CCN(C(=O)C(=O)Nc2sc3c(c2C(N)=O)CC(C)(C)OC3)CC1 do in these assays?
Kir21 block: -0.5; KCNQ2 inh: inactive

What do the screens show for `Cc1nc(C(=O)N(C)C)nn1-c1cc(Cl)ccc1Cl`?
Kir21 block: 2.8; KCNQ2 inh: inactive

Results for CCC(C)NC(=O)CSc1nnc(-c2c[nH]c3ccccc23)o1 (stereo not given) ?
Kir21 block: -0.35; KCNQ2 inh: inactive

What do the screens show for `CCOC(=O)C1CN(S(=O)(=O)c2ccc(OC)cc2)c2cc(S(=O)(=O)CC)ccc2O1` (stereo not given)?
Kir21 block: -1.9; KCNQ2 inh: inactive

How did Cc1ccc(C2=NN(S(C)(=O)=O)C(c3ccc4nccnc4c3)C2)cc1 (stereo not given) do in these assays?
Kir21 block: -0.84; KCNQ2 inh: inactive

What do the screens show for `COc1ccccc1OCCn1cc(C(=O)c2ccco2)c2ccccc21`?
Kir21 block: -2.1; KCNQ2 inh: inactive

What do the screens show for `CC1CCN(S(=O)(=O)c2ccc3c(c2)N(CC(=O)N(C)Cc2ccco2)C(=O)CO3)CC1`?
Kir21 block: -1.4; KCNQ2 inh: inactive

Results for CC(Sc1ncnc2sc(-c3ccccc3)cc12)C(=O)NCC1CCCO1 (stereo not given) ?
Kir21 block: 0.06; KCNQ2 inh: inactive

What do the screens show for `O=C(c1ccc2c(c1)OCCO2)C1CCN(S(=O)(=O)c2ccc(F)cc2)CC1`?
Kir21 block: -0.29; KCNQ2 inh: inactive

Results for COCCNC(=O)[C@@]1(Cc2ccccc2)C=C[C@@H](C)N1C(C)=O ?
Kir21 block: -0.67; KCNQ2 inh: inactive

Results for CCCCOc1ccc(C(=O)Nc2ccc(SC(F)F)cc2)cc1OC ?
Kir21 block: -0.3; KCNQ2 inh: inactive

3 entries out of the list, arranged by length of the SMILES, low to high.
What do the screens show for `COc1ccccc1OCCn1cc(C(=O)c2ccco2)c2ccccc21`?
Kir21 block: -2.1; KCNQ2 inh: inactive

How did CCNC(=O)COC(=O)c1cc(-c2ccccc2)nn1-c1ccccc1 do in these assays?
Kir21 block: 2.1; KCNQ2 inh: inactive

What do the screens show for `CN(C)N1C(N)=C(C#N)C(c2cccc3ccccc23)C2=C1CC(c1ccccc1)CC2=O` (stereo not given)?
Kir21 block: -1.4; KCNQ2 inh: inactive

Structures shown so far that have bromine, in the order listed:
Results for COc1cc(OC)c(C2=Nc3ccc(Br)cc3C(c3ccccc3)N2CC(=O)NN)cc1OC (stereo not given) ?
Kir21 block: 0.28; KCNQ2 inh: inactive

How did Oc1ccccc1Oc1ncc(Br)c(Cl)n1 do in these assays?
Kir21 block: -1.1; KCNQ2 inh: inactive

Results for Cc1ccc(NC(=O)c2ccc3c(SCC(=O)O)c4c(nc3c2)CCCC4)c(Br)c1 ?
Kir21 block: 2.1; KCNQ2 inh: inactive

How did O=C(COC(=O)c1cc(Br)ccc1O)NCC1CCCO1 (stereo not given) do in these assays?
Kir21 block: -0.29; KCNQ2 inh: inactive

Results for CN(CC(=O)NC1CCCCCC1)S(=O)(=O)c1ccc(Br)cc1 ?
Kir21 block: 1.3; KCNQ2 inh: inactive
